Assay outcomes from PubChem BioAssay.
CHT allo act = CHT positive allosteric modulators, primary screen, cell-based, membrane potential dye, choline EC20 | High affinity choline transporter 1 (Homo sapiens), Q9GZV3 | CHT-expressing cells; active compounds read high; LV-AA mutant CHT in HEK293 cells | B-score at 10 µM | actives 0.49% (n = 310,000);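 active = initial fluorescence not abnormally high and integrated response B-score, plate-corrected, over 3 SD above library mean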
Target sequence (Q9GZV3 whole entry, looked up): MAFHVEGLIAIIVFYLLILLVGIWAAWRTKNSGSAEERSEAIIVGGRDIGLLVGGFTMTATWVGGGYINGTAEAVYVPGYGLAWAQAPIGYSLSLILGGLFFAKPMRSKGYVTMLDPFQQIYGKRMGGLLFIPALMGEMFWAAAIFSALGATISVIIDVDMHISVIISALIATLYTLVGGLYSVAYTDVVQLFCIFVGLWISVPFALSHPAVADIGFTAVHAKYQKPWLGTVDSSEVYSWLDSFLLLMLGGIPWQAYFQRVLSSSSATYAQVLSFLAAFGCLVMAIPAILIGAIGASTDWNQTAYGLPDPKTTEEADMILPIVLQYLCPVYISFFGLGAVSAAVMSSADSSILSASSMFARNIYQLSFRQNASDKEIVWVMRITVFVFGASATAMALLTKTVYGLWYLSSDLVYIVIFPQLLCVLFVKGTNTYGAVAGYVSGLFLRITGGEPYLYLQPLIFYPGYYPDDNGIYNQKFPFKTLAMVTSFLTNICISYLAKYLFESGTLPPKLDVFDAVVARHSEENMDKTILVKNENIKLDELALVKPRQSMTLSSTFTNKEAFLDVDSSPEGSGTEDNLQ
OX1R antag = OX1R (HCRTR1) antagonists, primary screen, fluorescence, CHO/OX1R cells, Fluo-8 calcium, orexin A; inhibition, % at 5 µM; actives 0.43% (n = 330,000); Fluo-8 calcium fluorescence;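 active = inhibition above its plate's threshold, mean inhibition of all tested compounds on the plate plus 3 SD, cut at about 37% in these data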;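 also: 0% = orexin A challenge wells and 100% = SB-334867-A antagonist wells; not every result past the cut was called active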
Target sequence (O43613 whole entry, looked up): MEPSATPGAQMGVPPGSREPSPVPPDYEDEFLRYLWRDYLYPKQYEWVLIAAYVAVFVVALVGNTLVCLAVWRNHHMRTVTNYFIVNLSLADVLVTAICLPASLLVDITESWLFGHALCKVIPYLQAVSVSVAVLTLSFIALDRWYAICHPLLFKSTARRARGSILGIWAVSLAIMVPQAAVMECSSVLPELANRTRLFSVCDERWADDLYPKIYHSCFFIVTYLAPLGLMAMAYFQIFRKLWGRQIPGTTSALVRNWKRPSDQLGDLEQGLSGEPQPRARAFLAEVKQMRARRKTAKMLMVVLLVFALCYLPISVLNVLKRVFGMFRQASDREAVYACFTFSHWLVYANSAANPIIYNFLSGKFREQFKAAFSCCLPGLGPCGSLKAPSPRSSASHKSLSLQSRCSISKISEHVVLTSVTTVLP
* marks the source's active call; other numbers are inactive results.

Sample of the layout (6 entries):
Screening COc1cc(C(=O)Nc2ccccc2C(=O)Nc2ccccn2)cc(OC)c1OC returned CHT allo act inactive and OX1R antag -30.4.
For CC(=O)Nc1ccccc1NC(=O)C/C(C)=N/NC(=O)C(=O)Nc1cccc(Cl)c1C the results were CHT allo act inactive and OX1R antag -8.7.
For O=C(Cc1ccc(S(=O)(=O)N2CCOCC2)s1)Nc1ccccc1Br the results were CHT allo act inactive and OX1R antag -16.7.
Screening Cc1cc(=O)oc2cc(OCC(O)CN3CCc4ccccc4C3)ccc12 (stereo unspecified) returned CHT allo act inactive and OX1R antag -24.9.
`S=c1[nH]nc(C2CCCCC2)n1/N=C/c1c(Cl)cccc1Cl` gave CHT allo act inactive and OX1R antag -11.9.
`CCOC(=O)c1cnn(CCOC(=O)C2CC2)c1NC(=O)C1CC1` gave CHT allo act inactive and OX1R antag -6.7.

Main list (from the top)
Screening COc1cc(C(=O)Nc2ccccc2C(=O)Nc2ccccn2)cc(OC)c1OC returned CHT allo act inactive and OX1R antag -30.4.
For CC(=O)Nc1ccccc1NC(=O)C/C(C)=N/NC(=O)C(=O)Nc1cccc(Cl)c1C the results were CHT allo act inactive and OX1R antag -8.7.
For O=C(Cc1ccc(S(=O)(=O)N2CCOCC2)s1)Nc1ccccc1Br the results were CHT allo act inactive and OX1R antag -16.7.
Screening Cc1cc(=O)oc2cc(OCC(O)CN3CCc4ccccc4C3)ccc12 (stereo unspecified) returned CHT allo act inactive and OX1R antag -24.9.
`S=c1[nH]nc(C2CCCCC2)n1/N=C/c1c(Cl)cccc1Cl` gave CHT allo act inactive and OX1R antag -11.9.
`CCOC(=O)c1cnn(CCOC(=O)C2CC2)c1NC(=O)C1CC1` gave CHT allo act inactive and OX1R antag -6.7.
Screening CCN(CC)CCN(C(=O)c1ccc(N2C(=O)CCC2=O)cc1)c1nc2cc3c(cc2s1)OCCO3 returned CHT allo act inactive and OX1R antag 2.1.
For O=C(CSc1nc2ccccc2c(=O)n1-c1ccccc1F)NC1CCS(=O)(=O)C1 (stereo unspecified) the results were OX1R antag -19.4.
Screening O=C(N/N=C/c1cc([N+](=O)[O-])ccc1Cl)c1cc(-c2ccccc2)nc2ccccc12 returned CHT allo act inactive and OX1R antag -4.8.
O=C(CSc1nncn1-c1cccnc1)Nc1ccccc1C(F)(F)F was read as CHT allo act inactive and OX1R antag -19.9.
Cc1ccccc1NC(=O)c1cccc(N2C(=O)C3C4CCC(C4)C3C2=O)c1 (stereo unspecified) was read as CHT allo act inactive and OX1R antag 2.2.
For O=C(Cn1cnc2c(cnn2-c2ccccc2)c1=O)N1CCCc2ccccc21 the results were CHT allo act inactive and OX1R antag -20.2.
For C[C@@H]1O[C@@H](O[C@H]2[C@H](O)[C@@H](O)[C@H](Oc3c(-c4ccc(O)cc4)oc4cc(O)cc(O)c4c3=O)O[C@@H]2CO)[C@H](O)[C@H](O)[C@H]1O the results were OX1R antag -6.3.
CC(C)(C)NC(=O)C1CC(=O)OC12CCOC(C)(C)C2 (stereo unspecified) was read as CHT allo act inactive and OX1R antag -8.7.
`COc1cc(SC)ccc1C(=O)Nc1cccc(S(=O)(=O)NC2=NCCC2)c1` gave OX1R antag -20.7.
`O=C(NCC1CCCO1)C1CCN(CC2CCCCC2)CC1` (stereo unspecified) gave CHT allo act inactive and OX1R antag -0.4.
O=C(CSc1nnc(CNC(=O)c2c(F)cccc2F)o1)NCc1ccc(F)cc1 was read as CHT allo act inactive and OX1R antag -1.5.
For CC(OC(=O)c1cc[n+]([O-])cc1)C(=O)Nc1ccc(Cl)cn1 (stereo unspecified) the results were CHT allo act inactive and OX1R antag -5.4.
N#Cc1nc(-c2cccc3ccccc23)oc1NCC1CCCO1 (stereo unspecified) was read as CHT allo act inactive and OX1R antag -10.3.
For COc1ccc2c(c1OC)C(=O)OC2Nc1nc(-c2cc3ccccc3oc2=O)cs1 (stereo unspecified) the results were CHT allo act inactive and OX1R antag -15.4.
For COc1cccc(NS(=O)(=O)c2ccc3[nH]cc(C(=O)NCCC(C)C)c(=O)c3c2)c1 the results were CHT allo act inactive and OX1R antag 13.6.
`C/C(=N\NC(=O)c1ccccc1)c1ccccc1F` gave CHT allo act inactive and OX1R antag -9.5.
Cc1cc(C)cc(OCC(=O)NNC(=O)CCN2C(=O)c3ccccc3C2=O)c1 was read as CHT allo act inactive and OX1R antag -22.4.
CCC1=Nc2cc(C(=O)NCC3CCCO3)ccc2Sc2ccc(Br)cc21 (stereo unspecified) was read as CHT allo act inactive and OX1R antag -21.1.
Screening C[C@H]1CN([C@@H](C)CO)C(=O)c2cccc(NC(=O)C3CC3)c2O[C@H]1CN(C)S(=O)(=O)c1cccs1 returned OX1R antag -21.4.
For Cc1cccc2c1NC(=O)C2=Nc1ccc(Cl)cc1 the results were CHT allo act inactive and OX1R antag -4.8.
c1cncc(C(c2nnnn2C2CCCC2)N2CCN(Cc3ccc4c(c3)OCO4)CC2)c1 (stereo unspecified) was read as CHT allo act inactive and OX1R antag -19.4.
For Cc1ccc(Nc2nnc(C)c3ccccc23)c(C)c1 the results were CHT allo act inactive and OX1R antag -23.9.
`Cc1c(CCC(=O)O)c(=O)oc2cc(O)ccc12` gave CHT allo act inactive and OX1R antag -11.5.
Screening CC(=O)Nc1nc2ccccc2n1CCN1CCOCC1 returned CHT allo act inactive and OX1R antag -3.9.
For CCn1c(SCC(=O)NCCc2ccc(F)cc2)nnc1-c1cccs1 the results were CHT allo act inactive and OX1R antag -10.5.
`Nc1nnc(SCC(=O)NC2CCCCC2)s1` gave CHT allo act inactive and OX1R antag 15.8.
Screening Cc1cccn2cc(-c3cccc(S(=O)(=O)N4CCCCC4)c3)nc12 returned CHT allo act inactive and OX1R antag -37.2.
For CCOc1ccccc1N1CCN(c2nc(N)c(C#N)c(CC#N)c2C#N)CC1 the results were CHT allo act inactive and OX1R antag 5.3.
Screening O=C(NNC(=O)c1ccc(O)c(Cl)c1)c1cccc(S(=O)(=O)N2CCOCC2)c1 returned CHT allo act inactive and OX1R antag 4.8.
Cc1ccc(S(=O)(=O)N(CC(O)CN2C(=O)NC(C)(C)C2=O)c2ccccc2)cc1 (stereo unspecified) was read as CHT allo act inactive and OX1R antag -31.4.
`COc1cc(NC(=O)c2cccs2)c(OC)cc1NC(=O)CCC(=O)Nc1cccc2ncccc12` gave CHT allo act inactive and OX1R antag -30.8.
`Cc1ccc(-c2c[n+]3c(n2-c2ccccc2)SCC3)cc1` gave CHT allo act inactive and OX1R antag -6.4.
`C/C(=N\NC(=O)c1ccc(Cn2cc([N+](=O)[O-])cn2)o1)c1cccc(NC(=O)C(C)C)c1` gave CHT allo act inactive and OX1R antag 8.1.
Screening CC(C)c1ccc(NC(=O)COC(=O)/C=C/c2cccc([N+](=O)[O-])c2)cc1 returned CHT allo act inactive and OX1R antag -14.9.
O=C(NCc1ccccc1)c1ccc(Oc2ccc(C(=O)NCc3ccccc3)cc2)cc1 was read as CHT allo act inactive and OX1R antag -2.0.
`CCc1ccc(/C(C)=N/NC(=O)c2ccccn2)cc1` gave CHT allo act inactive and OX1R antag -28.7.
Cc1coc2c(C)c3oc(=O)c(CCC(=O)N(C)CC(=O)O)c(C)c3cc12 was read as CHT allo act inactive and OX1R antag -12.6.
`CCC(O)C(C)(C)C` (stereo unspecified) gave OX1R antag 3.1.
O=c1cc(NCCO)c2ccccc2o1 was read as CHT allo act inactive and OX1R antag -0.2.

Two compounds picked at random from those above:
Screening CC(C)c1ccc(NC(=O)COC(=O)/C=C/c2cccc([N+](=O)[O-])c2)cc1 returned CHT allo act inactive and OX1R antag -14.9.
For CCOc1ccccc1N1CCN(c2nc(N)c(C#N)c(CC#N)c2C#N)CC1 the results were CHT allo act inactive and OX1R antag 5.3.

The results go on:
`Cc1ccc(C(C(=O)NC2CCCCC2)N(Cc2ccccc2)C(=O)Cc2c[nH]c3ccccc23)o1` (stereo unspecified) gave CHT allo act inactive and OX1R antag -22.7.
For O=C(Nc1ccccc1C(=O)NCc1cccnc1)c1ccccc1F the results were CHT allo act inactive and OX1R antag 5.9.
O=C(Cc1ccc(O)cc1)NC1CCCCCC1 was read as CHT allo act inactive and OX1R antag 4.4.
CC1(C)CC(=O)c2sc(NC(=O)CN3CCCCC3)nc2C1 was read as CHT allo act inactive and OX1R antag -21.1.
Screening CC(Cc1cccnc1)NC(=O)c1ccccc1OC1CCN(S(C)(=O)=O)CC1 (stereo unspecified) returned CHT allo act inactive and OX1R antag -88.2.
Cn1c(/N=C/c2ccc3c(c2)OCO3)nc2ccccc21 was read as CHT allo act inactive and OX1R antag 5.3.
`COc1ccc(C)cc1N1CC(C(=O)Nc2ccccc2C(=O)NC2CC2)CC1=O` (stereo unspecified) gave OX1R antag -10.4.
Screening O=C(NC1=NCCS1)c1cc2ccccc2o1 returned CHT allo act inactive and OX1R antag -6.3.
`COC(=O)c1sc(-c2ccc(Cl)cc2)cc1NC(=O)CSCC(=O)O` gave CHT allo act inactive and OX1R antag -2.5.
O=S(=O)(c1ccc(NC(=S)Nc2ccc(OC(F)F)cc2)cc1)N1CCOCC1 was read as CHT allo act inactive and OX1R antag -12.3.
Screening COC(=O)c1cc(-c2ccccc2)sc1NC(=O)CN1C(=O)c2ccccc2C1=O returned CHT allo act inactive and OX1R antag -2.1.
O=C(CC12CCC(CC1)C2)NCc1ccc2c(c1)OCO2 was read as CHT allo act inactive and OX1R antag -19.5.
For O=C(Nc1ccc(C(F)(F)F)cc1)N1CCN(C(=O)c2ccco2)CC1 the results were CHT allo act inactive and OX1R antag -12.3.
`CCCCCC[N+](C)(C)CC/C=C1/c2ccccc2Sc2ccc(Cl)cc21` gave CHT allo act inactive and OX1R antag -17.6.
For COc1cccc(-c2nc(CS(=O)(=O)CC(=O)NCCc3ccc(OC)c(OC)c3)c(C)o2)c1 the results were CHT allo act inactive and OX1R antag -27.4.
Cc1ccc(S(=O)(=O)N2CCC(C)CC2)c([N+](=O)[O-])c1 was read as CHT allo act inactive and OX1R antag -12.9.
`S=C(Nc1ccc(Cl)cc1)N1CCN(C2CCCCC2)CC1` gave CHT allo act inactive and OX1R antag -11.8.
For COc1ccc(CCNC(=O)CSc2cn(Cc3ccccc3)c3ccccc23)cc1OC the results were CHT allo act inactive and OX1R antag -15.7.
CCn1cc(/C=C/C(=O)Nc2c(C)nn(Cc3ccccc3C)c2C)cn1 was read as CHT allo act inactive and OX1R antag 3.8.
For COc1ccc(/C=C2\SC(=S)N(CC(=O)NCCO)C2=O)cc1 the results were CHT allo act inactive and OX1R antag -12.5.
Screening CCN(CC)S(=O)(=O)c1cc([N+](=O)[O-])ccc1N1CCC(C(N)=O)CC1 returned CHT allo act inactive and OX1R antag -23.8.
Screening O=C(CSc1ncnc2c1cnn2-c1ccccc1)Nc1ccccc1 returned CHT allo act inactive and OX1R antag -4.0.
Cc1c(C(=O)N2CCCC2)oc2c1-c1nn(CC(=O)NCCCOC(C)C)cc1CC2 was read as CHT allo act inactive and OX1R antag -7.8.
Screening COC(=O)n1c(SC)nc2ccccc21 returned CHT allo act inactive and OX1R antag -1.1.
`Cc1cc(N2CCN(C)CC2)nc2ccc(NC(=S)N3CCOCC3)cc12` gave CHT allo act inactive and OX1R antag -3.9.
For CNC(=S)N(CCc1c(C)[nH]c2ccc(OC)cc12)Cc1cccnc1 the results were CHT allo act inactive and OX1R antag -14.2.
`CC(=O)c1ccc(NC(=O)CN2C(=O)CCC2=O)cc1` gave CHT allo act inactive and OX1R antag 5.4.
Cc1ccc2nc(NC(=O)C3CC3C)sc2c1 (stereo unspecified) was read as CHT allo act inactive and OX1R antag -24.3.
For C=C(C)C(=O)OCC(C)C the results were OX1R antag -12.1.
`CCC(C)NC(=O)c1cn(CCOC)c(=O)c2c1c1ccccc1n2C` (stereo unspecified) gave CHT allo act inactive and OX1R antag -26.5.
For Cc1[nH]c2ccccc2c1C(=O)CN1CCCCC1CCO (stereo unspecified) the results were CHT allo act inactive and OX1R antag -5.4.
`CC1CN(C(=O)COC(=O)c2nn(-c3ccccc3)c(=O)c3ccccc23)CC(C)O1` (stereo unspecified) gave CHT allo act inactive and OX1R antag -35.7.
For O=C(Nc1ccc(Cl)cc1)c1cc2nc(C3CC3)cc(C(F)(F)F)n2n1 the results were CHT allo act inactive and OX1R antag -13.4.
For CCOC(=O)c1sc(-c2ccc(Cl)cc2Cl)nc1O the results were CHT allo act inactive and OX1R antag -11.2.
Screening CC(C)(C)c1ccc(S(=O)(=O)NCc2ccccn2)cc1 returned CHT allo act inactive and OX1R antag 8.4.
For CC(=O)C1=NOC2C(=O)N(c3ccccc3)C(=O)C12 (stereo unspecified) the results were CHT allo act inactive and OX1R antag -3.9.
For Cc1ccccc1C(=O)c1cccn1CC(=O)NCc1ccc2c(c1)OCO2 the results were CHT allo act inactive and OX1R antag -9.0.
For O=C(c1oc(=O)c2ccccc2c1-c1ccccc1)N1CCOCC1 the results were CHT allo act inactive and OX1R antag -35.3.
NS(=O)(=O)c1ccc(CCNS(=O)(=O)c2cccc3cccnc23)cc1 was read as CHT allo act inactive and OX1R antag 8.8.
O=C(c1ccco1)N1CCN(C(=O)c2cnn3cccnc23)CC1 was read as CHT allo act inactive and OX1R antag -7.0.
Screening Cc1ccc(C2(C)NC(=O)N(CC(=O)Nc3ccccc3C(=O)NC3CCCC3)C2=O)cc1 (stereo unspecified) returned CHT allo act inactive and OX1R antag -24.1.
`CC(=O)c1c(-c2ccccc2)c2cc(Cl)ccc2[nH]c1=O` gave CHT allo act inactive and OX1R antag 2.2.

Arranged by molecular weight (descending): some entries from above
Screening Cc1ccc(C2(C)NC(=O)N(CC(=O)Nc3ccccc3C(=O)NC3CCCC3)C2=O)cc1 (stereo unspecified) returned CHT allo act inactive and OX1R antag -24.1.
For O=C(Nc1ccc(Cl)cc1)c1cc2nc(C3CC3)cc(C(F)(F)F)n2n1 the results were CHT allo act inactive and OX1R antag -13.4.
For Cc1ccccc1C(=O)c1cccn1CC(=O)NCc1ccc2c(c1)OCO2 the results were CHT allo act inactive and OX1R antag -9.0.
For O=C(c1oc(=O)c2ccccc2c1-c1ccccc1)N1CCOCC1 the results were CHT allo act inactive and OX1R antag -35.3.
`CC(=O)c1c(-c2ccccc2)c2cc(Cl)ccc2[nH]c1=O` gave CHT allo act inactive and OX1R antag 2.2.
